# TrxR1 substrate – is turned over as a substrate by rat TrxR1 | purified TrxR1 substrate turnover, NADPH consumption readout | Potency, µM (series often up to 114 µM), without a hit: at the highest dose activity change, negative = substrate turnover | actives 0.01% (n = 390,000); also: potency is read from the fitted curve at half-maximal effect; % is scaled to controls: 0 for no effect and ±100 for the full control effect; nearly all actives have a fitted effect of over 50% in size
#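 Rat TrxR1, dispensed at 90 nM, was prereduced with 400 uM NADPH (final) for 5 min at ~22 deg C, then incubated with compound 15 min before 400 uM selenite. A first-read NADPH fluorescence drop versus no-compound background flagged substrates.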
# mIDH1 inhibitor – inhibitors of human mutant IDH1 R132H; AID 602179; Potency, µM (top dose mostly 76.6 µM), inactives show at the top dose activity change, negative = inhibition, hits mostly inhibitors; actives 0.093% (n = 390,000); O75874; IDH1-R132H enzyme, NADPH consumption, diaphorase/resazurin fluorescence; also: potency is read from the fitted curve at half-maximal effect; % is scaled to controls: 0 for no effect and ±100 for the full control effect; nearly all actives have a fitted effect of over 65% in size
# Target sequence (O75874 whole entry R132H, stated change not applied): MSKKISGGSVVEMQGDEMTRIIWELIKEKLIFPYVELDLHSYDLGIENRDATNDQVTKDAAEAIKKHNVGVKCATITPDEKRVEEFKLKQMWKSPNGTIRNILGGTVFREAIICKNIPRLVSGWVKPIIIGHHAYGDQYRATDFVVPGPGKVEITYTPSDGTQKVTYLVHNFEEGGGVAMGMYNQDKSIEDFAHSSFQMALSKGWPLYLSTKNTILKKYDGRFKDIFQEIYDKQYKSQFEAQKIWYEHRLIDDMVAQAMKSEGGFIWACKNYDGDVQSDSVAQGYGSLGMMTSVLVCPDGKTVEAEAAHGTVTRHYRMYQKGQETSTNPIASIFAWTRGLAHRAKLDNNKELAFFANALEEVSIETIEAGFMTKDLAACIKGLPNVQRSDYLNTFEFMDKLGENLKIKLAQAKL
#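 IDH1-R132H (0.5 ug/mL dispensed) in pH 7.5 Tris buffer was preincubated 30 min with compound, then given a substrate mix of 0.016 mM NADPH and 2 mM alpha-KG for 80 min at room temperature; remaining NADPH was read by diaphorase/resazurin fluorescence.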
# RGS4 inh – blocks human RGS4-accelerated GTP hydrolysis | Transcreener GDP fluorescence polarization, RGS4-accelerated GTP hydrolysis | actives 0.039% (n = 390,000) | Potency, µM (top dose mostly 114 µM), for inactives: at the highest dose activity change, negative = inhibition, usual class: inhibitors; also: potency is read from the fitted curve at half-maximal effect; % is scaled to controls: 0 for no effect and ±100 for the full control effect; nearly all actives have a fitted effect of over 75% in size; some results filed as inactive show a strong effect at the top dose
# Target sequence (P49798 whole entry, looked up): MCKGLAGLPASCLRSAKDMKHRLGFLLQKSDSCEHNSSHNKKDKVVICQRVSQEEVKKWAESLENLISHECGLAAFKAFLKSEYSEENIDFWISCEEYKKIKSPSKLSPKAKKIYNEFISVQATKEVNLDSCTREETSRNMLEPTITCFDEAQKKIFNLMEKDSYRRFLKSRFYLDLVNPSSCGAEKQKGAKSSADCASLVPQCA
#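 MLSMR compounds (23 nl, pin-transferred) preincubated 10 min at room temperature with a 500nM (2x) first reagent, then RGS4 at 900nM (2x) plus Transcreener GDP mix added; fluorescence polarization (620/688 nm) read before and after 90 min at 30 °C.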
# LDHA block – blocks human lactate dehydrogenase A; P00338; activity change, % (values are at about 110 or 230 µM); actives 0.15% (n = 480,000); AID 1347041; purified LDHA, NADH/diaphorase-resazurin fluorescence; active compounds read low; in the data active = activity change below about -30%; inconclusive = mostly about -25% to -30%;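 also: plate controls were DMSO wells for no effect and wells without enzyme for full effect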
#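 Resorufin fluorescence (ex540/em590), read at 0 and 20 min after diaphorase/resazurin addition, reports the NADH left after a 5 min room-temperature reaction of 2 nM human LDH5 with 0.06 mM NADH and 0.2 mM pyruvate.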
# USP1-UAF1 inh – inhibitors of human USP1/UAF1 deubiquitinase | O94782 | recombinant USP1/UAF1, Ub-Rhodamine cleavage fluorescence | Potency, µM (series often up to 57.1 µM), for inactives: at the highest dose activity change, negative = inhibition, actives largely listed as inhibitors | actives 0.23% (n = 390,000) | AID 743255; also: potency is read from the fitted curve at half-maximal effect; % is scaled to controls: 0 for no effect and ±100 for the full control effect; nearly all actives have a fitted effect of over 60% in size; inactives centre near -12
#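 High-throughput fluorogenic screen: 1nM USP1/UAF1 complex, Ub-Rho substrate 150nM final, 50mM HEPES pH 7.8 with 0.5mM EDTA, 0.1 mg/ml BSA, 1mM TCEP and 0.01% Tween-20.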
# Vif-APOBEC3G blk – blocks the Vif interaction with human APOBEC3G | Q9HC16 | HeLa A3G-eYFP + Vif (tagged APOBEC3G with the HIV-1 protein that degrades it), YFP fluorescence, overnight | Potency, µM (titrated, usually from 46.1 µM), for inactives: top-dose activity, negative = active, hits mostly inhibitors | actives 0.076% (n = 410,000) | AID 602310;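 also: potency is read from the fitted curve at half-maximal effect; % is scaled to controls: 0 for no effect and ±100 for the full control effect; nearly all actives have a fitted effect of over 60% in size; hits raise eYFP signal because A3G escapes Vif-driven loss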
# Target sequence (Q9HC16 whole entry, looked up): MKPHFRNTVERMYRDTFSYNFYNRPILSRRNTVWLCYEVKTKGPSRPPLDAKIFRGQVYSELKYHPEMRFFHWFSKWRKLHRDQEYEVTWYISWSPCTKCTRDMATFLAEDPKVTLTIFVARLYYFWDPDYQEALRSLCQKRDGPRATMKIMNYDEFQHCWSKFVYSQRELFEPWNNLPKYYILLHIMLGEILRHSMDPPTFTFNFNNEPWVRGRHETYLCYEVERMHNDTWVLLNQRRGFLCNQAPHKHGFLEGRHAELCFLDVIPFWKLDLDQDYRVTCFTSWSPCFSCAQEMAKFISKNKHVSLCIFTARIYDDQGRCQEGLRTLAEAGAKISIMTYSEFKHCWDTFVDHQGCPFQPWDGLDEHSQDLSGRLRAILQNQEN
#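 Read-out is eYFP fluorescence (Ex 488/Em 500-530) from Vif-expressing HeLa A3G-eYFP cells; more signal means A3G escaped Vif-mediated degradation. Cells plated overnight, compound pinned in, incubated overnight at 37 deg C.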
# TrxR1 inh – blocks rat thioredoxin reductase 1; O89049; recombinant rTrxR1, NADPH fluorescence consumption, selenite substrate; Potency, µM (top dose mostly 114 µM), for the others: at the top dose activity change, negative = inhibition, hits mostly inhibitors; actives 1% (n = 390,000); AID 588453; also: potency is read from the fitted curve at half-maximal effect; % is scaled to controls: 0 for no effect and ±100 for the full control effect; nearly all actives have a fitted effect of over 65% in size
#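 Rat TrxR1 (90 nM in the dispensed reagent) was pre-reduced with 400 uM NADPH for 5 min at room temperature, then incubated with compound for 15 min. After 400 uM selenite was added, NADPH fluorescence (Ex 340/Em 450 nm) was followed for 8 min.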
# Vif-A3F inh – inhibitors of Vif-A3F interaction | actives 0.2% (n = 390,000) | Potency, µM (doses to about 46.1 µM), for the others: top-dose activity, negative = active | AID 602313 | HeLa A3F-eYFP + Vif (tagged APOBEC3F with the HIV-1 protein that degrades it), YFP fluorescence increase; also: potency is read from the fitted curve at half-maximal effect; % of control where 0% means no effect; nearly all actives have a fitted effect of over 65% in size
#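 HeLa cells stably expressing A3F-eYFP plus Vif, plated and incubated overnight at 37 deg C, then exposed to compounds overnight at 37 deg C. Blocked degradation read as raised yellow fluorescence (Ex 488/Em 500-530).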
# GRP78 ERSR act – inducers of ER stress response in human glioma cells | AID 602332 | U87-MG GRP78 promoter luciferase reporter, 16 h | Potency, µM, for the others: at the highest dose activation, usual class: activators | actives 0.02% (n = 420,000); also: potency is read from the fitted curve at half-maximal effect; series mostly up to about 76 µM; % of control where 0% means no effect; nearly all actives have a fitted effect of over 35% in size
#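 ERSR induction read as luciferase luminescence (Bright-Glo, 10 min at room temperature) in stably transfected human U87-MG glioma cells exposed to compounds for 16 h, using GRP78 as sensor.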
# * = called active by the depositor; u = inconclusive; & = joins results of further samples; [ ] = remark or other dose. Unless noted, calls follow the shape of the dose curve; as a rule, active = well fitted curve in the direction sought with a large enough effect; inconclusive = small, poorly fitted or top-dose-only effect, or another doubt; inactive = no such curve, though single readings can be large; an effect the other way counts as inactive or inconclusive. Not all compounds are listed. The share of hits here may be higher or lower than overall.
# The opening seven compounds, to show the layout:
SMILES,TrxR1 substrate,mIDH1 inhibitor,RGS4 inh,LDHA block,USP1-UAF1 inh,Vif-APOBEC3G blk,TrxR1 inh,Vif-A3F inh,GRP78 ERSR act
Cc1ccc(S(=O)(=O)NC(C)(C)CSc2nnc(Nc3ccccc3)s2)cc1,-6%,3%,-2%,3,-18%,1%,-9%,-1%,-2%
CCSc1nnc(C)n1-c1ccc(C(=O)O)cc1,2%[57.1 µM],7%,-44%,1,-23%,0%,9%[57.1 µM],-10%,0%
COc1cc(/C=C2\C(=N)N3N=C(S(C)(=O)=O)SC3=NC2=O)cc(OC)c1OCCOc1cccc(C)c1,-5%,-17%,1%,-3,-14%,-1%,-14%[57.1 µM],4%,-2%
CC(C#N)(NC(=O)CN1CCN(S(=O)(=O)c2cc(C(F)(F)F)ccc2Cl)CC1)C1CC1 (stereo not given),-13%,4%,26%,-3,-3%,1%,-10%,9%,0%
CC(C)(C)C1CCc2onc(C(=O)NC3CCCC3)c2C1 (stereo not given),3%,4%,-8%,4,-17%,0%,17%,-5%,-3%
O=C(CSc1nnc(NC(=O)C2CC2)s1)NCc1ccccc1,-10%,-3%,5%,-7,-4%,0%,15%[57.1 µM],-36%,4%
COc1cc2nc(CN3CCN(S(=O)(=O)c4ccccc4C(F)(F)F)CC3)[nH]c(=O)c2cc1OC,9%[57.1 µM],5%,-1%,0,0%,5%,-8%[2.29 µM],-1%,-2%

# Results (from the top)
SMILES,TrxR1 substrate,mIDH1 inhibitor,RGS4 inh,LDHA block,USP1-UAF1 inh,Vif-APOBEC3G blk,TrxR1 inh,Vif-A3F inh,GRP78 ERSR act
Cc1ccc(S(=O)(=O)NC(C)(C)CSc2nnc(Nc3ccccc3)s2)cc1,-6%,3%,-2%,3,-18%,1%,-9%,-1%,-2%
CCSc1nnc(C)n1-c1ccc(C(=O)O)cc1,2%[57.1 µM],7%,-44%,1,-23%,0%,9%[57.1 µM],-10%,0%
COc1cc(/C=C2\C(=N)N3N=C(S(C)(=O)=O)SC3=NC2=O)cc(OC)c1OCCOc1cccc(C)c1,-5%,-17%,1%,-3,-14%,-1%,-14%[57.1 µM],4%,-2%
CC(C#N)(NC(=O)CN1CCN(S(=O)(=O)c2cc(C(F)(F)F)ccc2Cl)CC1)C1CC1 (stereo not given),-13%,4%,26%,-3,-3%,1%,-10%,9%,0%
CC(C)(C)C1CCc2onc(C(=O)NC3CCCC3)c2C1 (stereo not given),3%,4%,-8%,4,-17%,0%,17%,-5%,-3%
O=C(CSc1nnc(NC(=O)C2CC2)s1)NCc1ccccc1,-10%,-3%,5%,-7,-4%,0%,15%[57.1 µM],-36%,4%
COc1cc2nc(CN3CCN(S(=O)(=O)c4ccccc4C(F)(F)F)CC3)[nH]c(=O)c2cc1OC,9%[57.1 µM],5%,-1%,0,0%,5%,-8%[2.29 µM],-1%,-2%
COc1ccc(C2N(C(=O)C(F)(F)F)C(C)CN2S(=O)(=O)c2ccc(C)cc2)cc1 (stereo not given),10%[57.1 µM],4%,6%,-4,-20%,-5%,32%[activator][57.1 µM],5%,-6%
CCOC(=O)Cn1nc(-c2ccccc2)c2ccccc2c1=O,8%,0%,-3%,-7&-18,-10%,-1%,13%,-6%,0%
O=C(NCC1CCOCC1)c1ccc2nc(Cc3cccc(Cl)c3)oc2c1,4%,0%,7%,1,-24%,-6%,13%,1%,7%
CC1Oc2ccccc2N(CC(=O)NCc2ccccc2)C1=O (stereo not given),-4%,-9%,7%,1,1%,-4%,0%,3%,0%
Cc1ccc(CNC(=O)Nc2ccc(F)cc2)n1C,2%,-20%,13%,-14,-23%,0%,u,1%,u
O=C(Nc1ccccc1C(=O)NC(Cc1ccccc1)C(=O)O)c1ccccc1 (stereo not given),0%[57.1 µM],5%,5%,-7,-12%,7%,9%[57.1 µM],-1%,-6%
C#CCOCCOCCOCCNc1nc(N2CCN(C(=O)[C@H](C(C)C)n3cc(CCO)nn3)CC2)nc(N2CCN(C(=O)[C@H]([C@@H](C)CC)n3cc(CCC(=O)O)nn3)CC2)n1,-11%,-3%[38.3 µM],8%,-2,-9%,2%,-25%,3%,-3%
COc1ccc(C2N(c3cc(Cl)ccc3OC)C(=O)C3CCCN32)cc1OC (stereo not given),-1%,10%,-11%,-1,-19%,1%,19%,4%,-6%
Cn1c(=O)c2ccccc2n(Cc2cccc(F)c2)c1=O,-3%,-5%,37%,-2,1%,-5%,11%,-3%,-3%
O=C(/C=C/c1cccc(Cl)c1)NCCN1CCOCC1,-7%,5%,12%,-10,-17%,-2%,-2%,-1%,2%
Cc1cc(C)cc(OCCCn2ccnc2)c1,-2%,-5%,4%,-9,-9%,4%,16%,5%,3%
COc1ccc(NS(=O)(=O)c2ccc(OC)c3ccccc23)cn1,-6%,16%,-34%,-4,-12%,0%,3%,-6%,-3%
COc1cccc(NC(=O)C2CCCN(S(=O)(=O)c3cccc4nonc34)C2)c1 (stereo not given),0%&1%,-6%&-2%,8%&-25%,-2&3,-13%&-15%,-7%&-11%,11%&4%,u,-6%&-2%
COc1ccccc1/C=C1\SC(=S)N(CCC(=O)NCCCN2CCOCC2)C1=O,-18%[11.4 µM],10%,-24%,7,-14%,-1%,25%[11.4 µM],-1%,-7%
C/C(=N\NC(=O)c1ccccc1C)c1ccc(NC(=O)c2cccs2)cc1,-14%,3%,7%,1,-7%,-1%,-13%,-5%,-2%
Cc1cccc(NC(=O)COC(=O)c2nn(C)c(=O)c3ccccc23)c1C,-11%,2%,-10%,-2&8,-5%,0%,-8%,-1%,-6%
c1ccc(CNCC2COc3ccccc3O2)cc1 (stereo not given),-2%[57.1 µM],1%,26%,-7,3%,2%,0%[57.1 µM],9%,4%
CCc1ccccc1NS(=O)(=O)c1ccc2[nH]cc(C(=O)N(CC)Cc3ccccc3)c(=O)c2c1,-4%[57.1 µM],-6%,-3%,2,-7%,-3%,-5%[57.1 µM],-4%,-2%
COc1cccc(Cn2c(=O)n(Cc3ccccc3)c(=O)c3c2c2cc(OC)ccc2n3C)c1,45%[activator],-9%,2%,-3,-15%,-1%,62%[activator],0%,-2%
O=C(CSc1nnc(COc2ccc(Cl)cc2)o1)N1CCCCC1,-2%,20%,27%,-10,-7%,0%,7%[57.1 µM],-18%,-6%
O=C(CN1C(=O)NC2(CCOc3ccccc32)C1=O)c1ccc(Cl)cc1 (stereo not given),0%[57.1 µM],-10%,-5%,3,-23%,-4%,2%[57.1 µM],-19%,-2%
Cc1ccc(-c2ccc(C(=O)O)o2)cc1Cl,10%,28%,1%,-10,-4%,-2%,-2%,-1%,4%
C=CCNC(=O)c1c(O)c2cccc3c2n(c1=O)CCC3,1%,-6%,-14%,-1,-18%,-1%,18%,-5%,-3%
CSc1ccc(N=Nc2c(C)[nH]n(C)c2=O)cc1,-4%[57.1 µM],7%,6%,-1,-26%,0%,2%[57.1 µM],8%,13%
CCCCNC(=O)C1c2cc(OC)c(OC)cc2C(=O)N(C)C1c1cccs1 (stereo not given),6%,-18%,15%,-5,-8%,0%,27%,12%,1%
CCSc1nc2sc3c(c2c(=O)n1-c1ccc(C)cc1)CCN(C)C3,8%,u,-22%,0,u,-3%,6%,-18%,-4%
CSc1ccccc1OCc1cc(C(=O)NCCCc2ccccc2)no1,-7%,9%,15%,-2,-15%,-5%,-8%,3%,-5%
CC(=O)Nc1ccc(NC(=O)CCCn2cnc3ccccc3c2=O)cc1,8%,-3%,6%,-1,-19%,0%,25%,3%,-6%
Cc1c(CCC(=O)O)c(=O)oc2cc(OCc3ccccc3F)ccc12,292%[activator],-5%,18%,-10,-25%,0%,u,4%,-1%
CCCCNC(=O)CSc1nnc(-c2ccc(S(=O)(=O)N3CCCC3)cc2)n1C,18%,5%,17%,-5,-8%,0%,22%,2%,-3%
O=C(NCCC1=CCCCC1)C1CCN(Cc2cnn(-c3ccccc3)c2-n2cccc2)CC1,-8%,10%,-12%,0,-13%,2%,-3%,-1%,-6%
COc1ccc(N2CCN(C(=O)CN3c4cccc5cccc(c45)S3(=O)=O)CC2)cc1,7%,-6%,-7%,3,-24%,-3%,21%,-7%,-3%
Cc1nc(-n2nnc3cc(C)c(C)cc32)c2c3c(sc2n1)CCCC3,7%,-3%,-3%,-4,-3%,0%,-5%,-4%,-5%
COc1ccc(CNC(=O)CCOc2ccc(C(C)(C)C)cc2)cc1,5%[57.1 µM],0%,5%,2,4%,0%,2%,-8%,-5%

# Assay outcomes as filed in PubChem.
